# ALOX12 inh: inhibitors of human 12S-lipoxygenase ALOX12 | P18054 | purified 12hLO, xylenol orange hydroperoxide absorbance | Potency, µM (series often up to 108 µM), without a hit: at the top dose activity change, negative = inhibition, usual class: inhibitors | 580,000 compounds, 1.1% hits | AID 1671190; note: % is set by controls: 0 for no effect and ±100 for the full control effect
# Target sequence (P18054 whole entry, looked up): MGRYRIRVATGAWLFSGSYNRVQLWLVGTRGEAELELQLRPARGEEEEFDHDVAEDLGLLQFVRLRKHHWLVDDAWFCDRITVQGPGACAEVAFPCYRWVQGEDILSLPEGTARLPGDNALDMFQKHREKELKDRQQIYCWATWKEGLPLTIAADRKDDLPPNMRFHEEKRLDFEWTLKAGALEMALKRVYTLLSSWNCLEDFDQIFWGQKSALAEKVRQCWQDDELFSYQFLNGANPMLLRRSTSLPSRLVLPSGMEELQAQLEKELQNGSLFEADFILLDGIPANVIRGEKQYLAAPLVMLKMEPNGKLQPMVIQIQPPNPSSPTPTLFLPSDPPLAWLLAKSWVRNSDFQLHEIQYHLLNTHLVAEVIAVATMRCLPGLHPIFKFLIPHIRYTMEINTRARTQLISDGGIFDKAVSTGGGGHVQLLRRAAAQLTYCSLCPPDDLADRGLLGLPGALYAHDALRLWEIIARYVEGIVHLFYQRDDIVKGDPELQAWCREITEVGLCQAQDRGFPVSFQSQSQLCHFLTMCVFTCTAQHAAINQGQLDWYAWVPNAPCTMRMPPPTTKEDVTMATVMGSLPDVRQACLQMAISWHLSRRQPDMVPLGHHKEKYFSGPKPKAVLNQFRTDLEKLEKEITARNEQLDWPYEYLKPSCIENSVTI
#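 Purified human 12hLO (150 nM final) in 25 mM Hepes, 0.01% Triton X-100, pH 7.0 was preincubated 15 min at room temperature with compound. Then 40 uM arachidonic acid was added, 30 min. Hydroperoxide was read by Fe-XO absorbance ratio 573/405 nm.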
# HP1b binding inh: HP1-beta chromodomain-methylated histone interaction inhibition; P83916; AlphaScreen HP1-beta / biotin-H3K9me3 peptide binding; Potency, µM (series often up to 114 µM), without a hit: top-dose activity change, negative = inhibition, actives largely listed as inhibitors; 390,000 compounds, 0.56% hits; note: nearly all actives have a fitted effect of over 70% in size; inactives centre near 23
#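 Compound inhibition of the preformed complex between 50 nM HP1-beta and 50 nM biotinylated H3K9me3 peptide was read by AlphaScreen. Buffer was PBS pH 7.4 with 0.01% Tween-20. Incubations ran 30 min at room temperature, with 10 ug/mL donor/acceptor beads.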
# Pin1 inhibitor: human Pin1 inhibition; AID 504891; 390,000 compounds, 0.009% hits; Pin1 FP peptide displacement, HiFluor488, 10 min; Potency, µM (top dose mostly 115 µM), without a hit: at the top dose activity, negative = inhibition, most hits filed as inhibitors; active = well fitted inhibition curve with a large enough effect in the polarisation, with a control signal flat, not every such curve was filed as active; inconclusive = small, poorly fitted or top-dose-only effect, or effect the other way, or a change in a side signal; inactive = no such curve, though single readings can be large or run the other way; the % refers to the polarisation; note: % is set by controls: 0 for no effect and ±100 for the full control effect
# Target sequence (Q13526 whole entry, looked up): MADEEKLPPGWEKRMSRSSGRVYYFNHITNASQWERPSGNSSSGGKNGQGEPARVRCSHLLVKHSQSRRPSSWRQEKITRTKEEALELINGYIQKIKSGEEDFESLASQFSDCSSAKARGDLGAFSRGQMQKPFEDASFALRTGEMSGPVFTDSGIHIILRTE
# TrxR1 inh: rat TrxR1 inhibition; Potency, µM (series often up to 114 µM), without a hit: at the highest dose activity change, negative = inhibition, usual class: inhibitors; AID 588453; O89049; recombinant rTrxR1, NADPH fluorescence consumption, selenite substrate; 390,000 compounds, 1% hits; note: % is set by controls: 0 for no effect and ±100 for the full control effect; nearly all actives have a fitted effect of over 65% in size
#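 Rat TrxR1 (90 nM in the dispensed reagent) was pre-reduced with 400 uM NADPH for 5 min at room temperature, then incubated with compound for 15 min. After 400 uM selenite was added, NADPH fluorescence (Ex 340/Em 450 nm) was followed for 8 min.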
# GLS inh: glutaminase GLS (human) inhibition; GLS enzymatic activity, qHTS titration; Potency, µM (titrated, usually from 45.5 µM), for the others: at the highest dose activity change, negative = inhibition, hits mostly inhibitors; 410,000 compounds, 0.21% hits; AID 624170; O94925; note: % is set by controls: 0 for no effect and ±100 for the full control effect
#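 Assay buffer: 45 mM KH2PO4 pH 8.2, 0.02% Tween-20. hKGA acts on L-glutamine (1 mM solution added); product glutamate is reported by an oxidase/peroxidase Amplex Red coupling, with fluorescence taken at baseline and 30 min.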
# ERG Ets-DNA blk: blocks human ERG Ets domain binding to DNA; fluorescence polarization, His-ERG Ets domain / labelled DNA; Potency, µM (titrated, usually from 76.9 µM), without a hit: at the highest dose FP activity, negative = inhibition, most hits filed as inhibitors; 370,000 compounds, 0.028% hits; active = well fitted inhibition curve with a large enough effect in the polarisation, with a control signal flat; inconclusive = small, poorly fitted or top-dose-only effect, or effect the other way, or a change in a side signal; inactive = no such curve, though single readings can be large or run the other way; the % refers to the polarisation;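 note: polarization taken with two DNA probes labelled with fluorescein and Texas red; % of control where 0% means no effect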
#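 His-tagged ERG Ets domain (1 uM in the protein solution; 300mM KCl, 50mM Tris-HCl, 1mM EDTA, 1mM DTT, pH 7.5) received compound, then a probe mix of 5 nM fluorescein-DNA and 100nM Texas-615-DNA. Fluorescence polarization was read for both dyes.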
# RGS4 inhibitor: inhibitors of human regulator of G protein signaling 4; 390,000 compounds, 0.039% hits; Transcreener GDP fluorescence polarization, RGS4-accelerated GTP hydrolysis; Potency, µM (highest dose often 114 µM), for the others: top-dose activity change, negative = inhibition, usual class: inhibitors; note: % is set by controls: 0 for no effect and ±100 for the full control effect; nearly all actives have a fitted effect of over 75% in size; some results filed as inactive show a strong effect at the top dose
# Target sequence (P49798 whole entry, looked up): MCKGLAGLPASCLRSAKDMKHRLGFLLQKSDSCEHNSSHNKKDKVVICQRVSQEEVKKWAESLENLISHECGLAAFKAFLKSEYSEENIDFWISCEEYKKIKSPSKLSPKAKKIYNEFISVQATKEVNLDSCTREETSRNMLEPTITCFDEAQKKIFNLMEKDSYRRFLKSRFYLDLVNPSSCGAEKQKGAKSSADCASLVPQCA
#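 MLSMR compounds (23 nl, pin-transferred) preincubated 10 min at room temperature with a 500nM (2x) first reagent, then RGS4 at 900nM (2x) plus Transcreener GDP mix added; fluorescence polarization (620/688 nm) read before and after 90 min at 30 °C.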
# PGK inhibitor: T. brucei PGK inhibition; Potency, µM (top dose mostly 57.5 µM), for the others: at the top dose activity change, negative = inhibition, hits mostly inhibitors; P07378; 380,000 compounds, 0.043% hits; PGK/GAPDH coupled, Kinase-Glo luminescence, 60 min; AID 602233; note: % is set by controls: 0 for no effect and ±100 for the full control effect; nearly all actives have a fitted effect of over 60% in size
#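 Recombinant glycosomal PGK reaction used 1,3-bisphosphoglycerate generated in-well by GAPDH (100nM final) in 100mM TEA pH 7.6, 5mM MgCl2, 0.01% Tween-20. After 60 minutes at room temperature, ATP was read by Kinase-Glo Plus luminescence end-point.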
# JMJD2A Tudor inh: JMJD2A Tudor domain (human) inhibition; AlphaScreen JMJD2A-Tudor / H3K4me3 peptide binding; AID 504339; Potency, µM (titrated, usually from 114 µM), without a hit: top-dose activity change, negative = inhibition, hits mostly inhibitors; 390,000 compounds, 4.4% hits; note: % is set by controls: 0 for no effect and ±100 for the full control effect; nearly all actives have a fitted effect of over 50% in size
# Active calls of the source: *; i = inactive; ? = inconclusive; / = no result given; [ ] = remark or other dose. Unless noted, calls come from the whole dose curve; as a rule, active = well fitted curve in the direction sought with a large enough effect; inconclusive = small, poorly fitted or top-dose-only effect, or another doubt; inactive = no such curve, though single readings can be large; an effect the other way counts as inactive or inconclusive. Potency is the fitted concentration of half-maximal effect. Some of the compounds tested. The share of hits here may be higher or lower than overall.
SMILES,ALOX12 inh,HP1b binding inh,Pin1 inhibitor,TrxR1 inh,GLS inh,ERG Ets-DNA blk,RGS4 inhibitor,PGK inhibitor,JMJD2A Tudor inh
O=C(NNC(=S)Nc1cccc(C(F)(F)F)c1)c1ccc(Cl)cc1Cl,?,?,-5%,?,4%,-13%,-20%,1%,?
O=C(NC1CCCC1)C(c1ccncc1)N(Cc1ccco1)C(=O)c1ccc(-c2ccccc2)[nH]1 (centres undefined),-26%,?,12%,-61%,4%,3%,-42%,-6%,?
CCNC(=O)c1ccccc1SCc1ccccc1,1%,47%[activator],-2%,5%,1%,-26%,-4%,-1%,1%
COc1ccc(CNC(=O)c2ccc(Br)o2)cc1,-14%,42%[activator],1%,14%[57.1 µM],2%,3%,-17%,-9%,0%
COc1ccccc1N(CC(=O)NCC1CCCO1)C(=O)CCC(=O)Nc1nccs1 (centres undefined),-23%,51%[activator],6%,11%,0%,-4%,-12%,2%,3%
CCOC(=O)Cn1cc(Cl)c(=O)c(Cl)c1,160%[activator],5%,-11%,1%[57.1 µM],-7%,0%,-2%,-9%,-6%
O=C(CC1CC2CCC1C2)NCc1cccs1 (centres undefined),-7%,58%,?,-9%,-5%,-5%,-28%,-8%,15%
COCCNC(=O)C(=O)Nc1ccc2c(c1)N(S(=O)(=O)c1cccs1)CCC2,-55%,4%,-2%,2%,2%,6%,1%,i,-22%
CC1(C)CC(=O)C(N=Nc2ccc(-c3ccccc3)cc2)=C(O)C1,-9%,10%,42%[activator],-1%,0%,5%,-11%,i,?
COc1cccc(-c2cn3nc(C)c(C)nc3n2)c1,45%[activator],49%,?,0%[57.1 µM],-2%,1%,-28%,?,-17%
CC1CCCCC1NC(=O)COC(=O)c1c2c(nc3ccccc13)/C(=C\c1ccco1)CC2 (centres undefined),16µM*,?,/,14µM*,11µM*,9%,?,-19%,45µM*
CCN(CC)S(=O)(=O)c1ccc2c(c1)N(CC(=O)NCCCN1CCN(c3ccc(OC)cc3)CC1)C(=O)CO2,-1%,10%,-1%,18%[57.1 µM],6%,-4%,-8%,1%,-15%
COc1cc2c(cc1OC)C(c1ccccc1Br)NC(=O)C2 (centres undefined),-1%,30%,-8%,19%,-3%,-10%,29%,i,-16%
NC(=S)Nc1ccc2c(c1)OCO2,?,18%,-11%,1%,30%,-3%,-7%,1%,-7%
Cc1ccc(S(=O)(=O)/N=C(\N)Nc2nc(C)c3ccc(C)cc3n2)cc1,?,22%,13%,31%[activator],-6%,-8%,-18%,-10%,-3%
CCNC(=O)c1ccccc1-c1nc(-c2ccccc2OC)no1,0%,46%[activator],-1%,24%,-11%,13%,5%,i,4%
CC(C)(C)OC(=O)[C@H](Cc1ccccc1)NC(=O)c1[nH]cnc1C(=O)N[C@@H](Cc1ccccc1)C(=O)OCc1ccccc1,4%,34%,3%,18%,2%,3%,8%,6%,-21%
CCc1ccc(-c2nc(CSCC(=O)N3CCN(c4ccc(F)cc4)CC3)c(C)o2)cc1,-17%,16%,-2%,-9%,-11%,4%,7%,12%,-20%
CC(=O)c1cc2c(cc1NC(=O)CN1CCCCC1C)OCO2 (centres undefined),?,?,-10%,0%,15%,/,12%,-3%,20µM*
Cc1ccc2cc(CN(CCCN(C)C)C(=S)NCc3ccccc3)c(=O)[nH]c2c1C,-8%,3%,-4%,15%[57.1 µM],-6%,-2%,19%,1%,-13%
Cc1ccc(S(=O)(=O)NCc2cccnc2)cc1C(=O)NC1CCCCC1,-56%,20%,3%,41%[activator],-4%,2%,-36%,i,-2%
CCOC(=O)N1CCC(NC(=O)c2cc(-c3ccc(F)cc3)[nH]c2C)CC1,0%,-18%,0%,10%,-8%,2%,11%,-4%,-30%
Cn1cnnc1SCC(=O)Nc1ccc2nc(SCc3cccc4ccccc34)sc2c1,127%[activator],?,14%,5%[57.1 µM],2%,0%,-16%[11.4 µM],1%,-18%[11.4 µM]
O=C1NC(c2ccccc2)(C(F)(F)F)C(=O)N1Cc1cccnc1 (centres undefined),-15%,19%,-5%,3%[57.1 µM],1%,0%,-47%,-2%,-22%
O=C1CC2c3ccccc3C1C1C(=O)N(CCO)C(=O)C21 (centres undefined),40%[activator],25%,8%,30%,6%,-13%,10%,-9%,-4%
COC(=O)CS(=O)(=O)c1cc(Br)cc2c1N(C(C)=O)CC2,-1%,27%,-23%,22%[57.1 µM],1%,-21%,-10%,-1%,11%
CC12CCC(C(=O)N(CCCN3CCN(Cc4ccccc4)CC3)C1=O)C2(C)C (centres undefined),-24%,5%,-4%,17%[57.1 µM],-12%,0%,-53%,-4%,?
CCC1(c2ccccc2)NC(=O)N(CC(=O)N(c2ccccc2)C2CCS(=O)(=O)C2)C1=O (centres undefined),?,39%[activator],-8%,12%[11.4 µM],-1%,-2%,0%,-3%,-9%
COCc1cc(C)nc2sc(C(=O)Nc3ccc(OC(F)(F)F)cc3)c(N)c12,-13%,41%[activator],-4%,-4%,-3%,2%,23%,0%,2%
C/C(NC(=O)c1cccc(F)c1)=C1/C(=O)C[C@@H]2[C@H]1C2(C)C,-1%,119%[activator],-2%,4%,15%,-11%,0%,-9%,86%[activator]
COc1ccc(-c2sc3cc4c(cc3c2-c2ccc3c(c2)OCCO3)OCO4)cc1,-2%,37%,0%,12%,-6%,-10%,-2%,5%,-20%
COc1ccc(OC)c(NC(=O)CSCC(=O)O)c1,0%,49%[activator],1%,14%,4%,4%,9%,-3%,-6%
COc1ccc(N2CCN(C(=O)COc3ccc(S(=O)(=O)N4CCOCC4)cc3C)CC2)cc1,-1%,-1%,-1%,27%[57.1 µM],0%,6%,-11%,4%,-14%
CC(C)C(=O)Nc1ccc(C(=O)NNC(=S)NC(=O)c2ccco2)cc1,-4%,53%[activator],-4%,-20%,1%,2%,13%[11.4 µM],-4%,-12%[11.4 µM]
COc1ccc(N(C(=O)C2CSC(=O)C2)C(C(=O)NC(C)(C)C)c2ccncc2)cc1 (centres undefined),6%,28%,-3%,11%,0%,-3%,14%,6%,-10%
O=C(O)c1ccc(-c2nc(-c3cccc(C(F)(F)F)c3)cs2)cc1,-10%,24%,1%,13%,2%,-7%,6%,0%,-5%
Cc1ccccc1NC(=O)CCCC(=O)c1ccccc1,23%,19%,5%,13%[57.1 µM],-13%,4%,-6%,i,6%
Cc1c(CN2CCc3c([nH]c4ccccc34)C2C2CCCCC2)cnn1C (centres undefined),-6%,15%,-1%,-15%[57.1 µM],?,3%,-5%,1%,-31%
CCOC(=O)CSc1nnc(CNC(=O)c2ccc(OC)cc2OC)n1C,-7%,7%,1%,9%,-2%,-6%,8%,-3%,-11%
CCN(CC(=O)Nc1c(F)cccc1F)C(=O)c1ccc(OCc2c(C)noc2C)cc1,3%,36%,-4%,15%,-2%,-6%,-11%,-6%,-6%
COc1cccc(NC(=O)CSc2ncc(S(=O)(=O)c3ccccc3)c(=O)[nH]2)c1,-4%,-9%,0%,7%,59%[activator],10%,-37%[11.4 µM],i,-4%[11.4 µM]
CCOC(=O)[C@H]1[C@H]2COc3ccccc3[C@@H]2N2C(=O)c3cc(F)c(F)cc3NC(=O)[C@@]12C,-5%,18%,-3%,-1%[57.1 µM],10%,11%,19%,0%,-26%
COc1ccc(C2C3=C(CCCC3=O)Nc3c(-c4ccccc4)c(C)nn32)cc1 (centres undefined),/,54%[activator],0%,27%,-2%,-8%,-3%,-10%,-13%
CC(=O)Nc1ccc(S(=O)(=O)NCc2nnnn2-c2ccc(Cl)cc2)cc1,0%,8%,-10%,-12%,14%,12%,-17%,-6%,-10%

# Compounds from the list above containing an NH in an aromatic ring (6):
SMILES,ALOX12 inh,HP1b binding inh,Pin1 inhibitor,TrxR1 inh,GLS inh,ERG Ets-DNA blk,RGS4 inhibitor,PGK inhibitor,JMJD2A Tudor inh
O=C(NC1CCCC1)C(c1ccncc1)N(Cc1ccco1)C(=O)c1ccc(-c2ccccc2)[nH]1 (centres undefined),-26%,?,12%,-61%,4%,3%,-42%,-6%,?
CC(C)(C)OC(=O)[C@H](Cc1ccccc1)NC(=O)c1[nH]cnc1C(=O)N[C@@H](Cc1ccccc1)C(=O)OCc1ccccc1,4%,34%,3%,18%,2%,3%,8%,6%,-21%
Cc1ccc2cc(CN(CCCN(C)C)C(=S)NCc3ccccc3)c(=O)[nH]c2c1C,-8%,3%,-4%,15%[57.1 µM],-6%,-2%,19%,1%,-13%
CCOC(=O)N1CCC(NC(=O)c2cc(-c3ccc(F)cc3)[nH]c2C)CC1,0%,-18%,0%,10%,-8%,2%,11%,-4%,-30%
Cc1c(CN2CCc3c([nH]c4ccccc34)C2C2CCCCC2)cnn1C (centres undefined),-6%,15%,-1%,-15%[57.1 µM],?,3%,-5%,1%,-31%
COc1cccc(NC(=O)CSc2ncc(S(=O)(=O)c3ccccc3)c(=O)[nH]2)c1,-4%,-9%,0%,7%,59%[activator],10%,-37%[11.4 µM],i,-4%[11.4 µM]

# Screening results as filed in PubChem.
